sEH act: increases human soluble epoxide hydrolase activity; P34913; purified human sEH enzymatic activity, activator screen; activation, % at 2 µM; 0.04% of 91,000 active; AID 717; in the data active = activation above about 37%; also: values of inactives mirror those of a sister screen read the other way
ERb SRC1 inh: blocks coactivator binding to human estrogen receptor beta | TR-FRET ER-beta LBD / SRC1-Cy5 peptide binding; receptor agonist-loaded with 1 µM estradiol | AID 633 | Q92731 | 1.3% of 86,000 active | inhibition, % at 25.6 µM;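 active = compounds whose percent inhibition of the receptor-coactivator binding signal exceeds about 50% in the single-dose screen, limit read from the data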;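 also: 0% = receptor plus peptide wells without compound and 100% = peptide-only wells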
ERa SRC1 pot: ER-alpha (human) coactivator binding potentiation; P03372; TR-FRET ERalpha-LBD/SRC-Cy5 coactivator binding, 2 h; 100 = basal binding, no effect; coactivator binding (% of control), % at 25.6 µM; 1.3% of 86,000 active; AID 639; in the data active = activity above about 200%;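 also: binding measured in presence of low estradiol as agonist stimulus; 0% = peptide alone without receptor and 100% = receptor with peptide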
Target sequence (P03372 whole entry, looked up, the tested form may be a part): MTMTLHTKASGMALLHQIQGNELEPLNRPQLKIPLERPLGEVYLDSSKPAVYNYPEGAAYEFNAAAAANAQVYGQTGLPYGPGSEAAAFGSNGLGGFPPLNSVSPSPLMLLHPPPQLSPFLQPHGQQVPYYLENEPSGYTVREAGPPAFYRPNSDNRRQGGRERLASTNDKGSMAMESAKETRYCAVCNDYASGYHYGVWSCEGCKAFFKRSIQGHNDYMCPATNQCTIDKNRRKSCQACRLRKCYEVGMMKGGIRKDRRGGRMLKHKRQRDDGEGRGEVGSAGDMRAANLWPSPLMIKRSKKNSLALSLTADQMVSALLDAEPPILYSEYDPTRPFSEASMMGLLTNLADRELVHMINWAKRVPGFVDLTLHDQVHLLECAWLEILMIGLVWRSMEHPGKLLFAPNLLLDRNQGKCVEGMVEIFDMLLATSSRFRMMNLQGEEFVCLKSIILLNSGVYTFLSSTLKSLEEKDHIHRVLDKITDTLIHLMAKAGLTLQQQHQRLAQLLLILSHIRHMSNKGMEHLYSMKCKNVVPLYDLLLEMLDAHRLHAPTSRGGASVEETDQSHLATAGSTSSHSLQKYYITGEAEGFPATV
H69AR growth 86K: growth inhibitors of human H69AR lung tumor cells. H69AR lung tumor viability, ATP luminescence, 72 h; stronger effect = lower value. viability, % at 10 µM. 6% of 85,000 active. AID 598;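 active = viability at or below 40%; inactive = viability above 40%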;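 also: multidrug resistant small cell line overexpressing MRP-1 efflux transporter; 100% = mean luminescence of untreated control wells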
Fibroblast inh: blocks proliferation of human lung fibroblasts | 1.1% of 85,000 active | LL 47 human lung fibroblast viability, ATP luminescence; stronger effect = lower value | viability, % at 10 µM | AID 719;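 active = viability at or below 50% in the single dose screen; inactive = viability above 50%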;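 also: compound exposure lasted 72 h before the ATP readout; 100% = median luminescence of untreated cell-only wells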
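Material: Human LL 47 lung fibroblast cells | Input: 1,150 cells/well | Buffer or medium: IMEM plus 15% FBS | Compound dosing: 0.1% DMSO in all compound wells | Times: Overnight cell rest, 72 h compound treatment at 37 °C | Signal: CellTiter-Glo luminescence measuring cellular ATP | Measure: % viability versus median cells-only luminescence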
ERa SRC1 inh: blocks coactivator binding to human estrogen receptor alpha | TR-FRET ER-alpha LBD / SRC-1 peptide, estradiol-bound | inhibition, % at 25.6 µM | 1.7% of 86,000 active; in the data active = inhibition above about 50%;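 also: 0% = receptor plus peptide control and 100% = peptide only without receptor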
Smad3 inh: blocks human Smad3 binding to FoxH1 peptide | P84022 | TR-FRET Smad3/Dy647-FoxH1 peptide binding, europium anti-His | inhibition, % at 25 µM | 0.29% of 88,000 active | AID 630;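 active = compounds that reduce the energy-transfer binding signal between the protein and its labelled peptide by more than half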;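 also: 0% = Smad3 plus labelled peptide maximal FRET and 100% = peptide-only background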
Target sequence (P84022 whole entry, looked up): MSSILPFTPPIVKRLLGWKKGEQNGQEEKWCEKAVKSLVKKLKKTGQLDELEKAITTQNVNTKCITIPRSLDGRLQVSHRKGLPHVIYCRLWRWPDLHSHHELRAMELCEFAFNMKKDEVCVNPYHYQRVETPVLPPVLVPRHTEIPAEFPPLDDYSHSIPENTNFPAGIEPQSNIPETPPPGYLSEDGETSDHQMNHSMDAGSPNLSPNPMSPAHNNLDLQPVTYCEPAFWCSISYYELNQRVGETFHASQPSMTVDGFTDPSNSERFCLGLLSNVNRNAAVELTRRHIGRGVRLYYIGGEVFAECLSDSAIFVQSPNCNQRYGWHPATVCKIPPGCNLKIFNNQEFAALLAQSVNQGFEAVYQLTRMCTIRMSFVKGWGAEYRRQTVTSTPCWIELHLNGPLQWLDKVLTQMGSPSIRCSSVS
HUVEC prolif 384: inhibitors of human endothelial cell proliferation; HUVEC proliferation, CellTiter-Glo luminescence, 72 h; stronger effect = lower value; viability, % at 10 µM (by protocol); 1.1% of 86,000 active; AID 648;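 active = viability at or below 30%; inactive = viability above 30%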;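 also: 100% = median luminescence of DMSO-only cell control wells on each plate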
Calb biofilm kill: kills Candida albicans biofilms; C. albicans biofilm + clotrimazole, Alamar Blue; inhibition, % at 6 µM; 0.14% of 85,000 active; AID 834;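 active = inhibition above 20%; inactive = inhibition below 20%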;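 also: preformed 24 hr biofilms exposed to compound for 48 hr; 0% = biofilm without compound and 100% = blank killed by clotrimazole plus chlorhexidine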
Active calls of the source: *; nt = no result given; [ ] = dose if it differs, or a comment. The list is partial. The share of hits here may be higher or lower than overall.

SMILES | sEH act | ERb SRC1 inh | ERa SRC1 pot | H69AR growth 86K | Fibroblast inh | ERa SRC1 inh | Smad3 inh | HUVEC prolif 384 | Calb biofilm kill
CCOC(=O)c1ccc(NC(=O)C(CC)(CC)C(=O)OCC)cc1 | nt | -4.9 | 123.7 | 98.1 | 97.5 | -7.3 | 8.3 | 99.9 | 3.7
CCOc1cc(C(=O)NCCOC)cc(OCC)c1OCC | -4.4 | 1.1[fluorescence artefact?] | 107.0 | 88.3 | 99.8 | 5.3[fluorescence artefact?] | -1.8 | 87.7 | 9.8
COC(=O)c1cn(C(=O)c2ccc(Br)o2)c2ccccc12 | nt | 0.2 | 86.4 | 101.1 | 103.2 | 3.4 | 4.1 | 91.3 | 3.7
Cc1nc(N2CCCC2)c2nnn(Cc3ccccc3Cl)c2n1 | nt | -3.1 | 107.5 | 89.3 | 100.1 | -11.2 | -6.8 | 104.7 | 6.3
Cn1c(NCCCO)nc2ccccc21 | -0.7 | -10.7 | 103.5 | 92.0 | 97.3 | -0.6 | -1.8 | 105.6 | 3.7
c1ccc(N2CCN(c3ncnc4sc5c(c34)CCC5)CC2)cc1 | 30.0 | -1.7 | 119.4 | 92.8 | 93.9 | 5.5 | 5.9 | 98.1 | 8.6
O=C(Oc1ccc(N(Cc2cccs2)C2=NS(=O)(=O)c3ccccc32)cc1)c1ccccc1F | 5.4 | 6.4[fluorescence artefact?] | 135.8[fluorescence artefact?] | 93.8 | 96.8 | 9.9[fluorescence artefact?] | 0.5 | 96.2 | 5.9
Cc1cc(C)n(CC(O)COCc2ccccc2)n1 (stereo not drawn) | 12.5 | -0.7 | 90.2 | 96.8 | 93.8 | 19.8 | 0.3 | 95.2 | -2.3
Cc1csc(SCCn2c(N3CCN(c4ccccc4)CC3)nc3c2c(=O)[nH]c(=O)n3C)n1 | 10.6 | -16.2 | 110.1[fluorescence artefact?] | 69.9 | 99.4 | -9.2 | -0.7 | 81.5 | 5.6
CCOC(=O)c1sc2nc(-c3ccco3)c3c(c2c1N)CC(C)(C)OC3 | nt | 13.4 | 90.4[fluorescence artefact?] | 62.2 | 81.9 | 15.1[fluorescence artefact?] | 8.8 | 90.2 | 8.5
COc1ccccc1CNn1c(-c2cccc(C)c2)nc2ccccc2c1=O | 7.1 | -19.6 | 75.8 | 81.7 | 93.7 | 3.6 | 7.2 | 104.9 | 5.1
CCc1ccc(CNn2cnnc2SCC(=O)NC(C)(C)C)cc1 | 1.2 | -18.0 | 114.8 | 98.2 | 94.2 | -17.1 | 4.4 | 91.0 | 4.6
Cc1ccc(NC(=O)Nc2sc(=S)n(C)c2C)cc1 | -50.0 | 9.6[fluorescence artefact?] | 100.1 | 72.0 | 105.2 | 12.8[fluorescence artefact?] | 0.6[fluorescence artefact?] | 94.6 | 2.9
CCOCc1nnc(NC(=O)CCc2ccccc2)s1 | 18.2 | 3.2 | 97.2 | 103.1 | 104.1 | -4.9[fluorescence artefact?] | 5.3 | 101.4 | -1.4
Cc1nnc(NC(=O)c2cccc(Br)c2)s1 | -16.5 | -1.8 | 93.2 | 106.9 | 99.9 | 4.7 | 22.6 | 97.6 | -0.3
CCCc1cc(=O)[nH]c(SCC(=O)N(CC)Cc2ccccc2)n1 | 6.8 | 1.6 | 121.9 | 93.1 | 87.0 | 5.7 | 3.1 | 85.5 | 5.7
Cc1nc(C)c(C(=O)C2=C(O)C(=O)N(CCCn3ccnc3)C2c2ccc(Cl)cc2)s1 (stereo not drawn) | nt | -3.6[fluorescence artefact?] | 127.4 | 112.2 | 104.0 | 6.8 | 6.5 | 93.6 | 0.9
CCOc1ccccc1Nc1nnc(SCC(=O)N2CCCC2)s1 | 17.7 | -6.7 | 94.6 | 84.7 | nt | -12.2 | 21.2[fluorescence artefact?] | 98.3 | 5.0
CCn1c(=O)cc(SCC(=O)NCc2ccc(C)cc2)c2ccccc21 | -4.1 | -5.5 | 102.2 | 99.8 | 102.5 | 4.4 | 16.6[fluorescence artefact?] | 58.8 | 4.2
Oc1c(C(c2ccco2)N2CCC3(CC2)OCCO3)sc2ncnn12 (stereo not drawn) | -3.4 | -9.2[fluorescence artefact?] | 93.6 | 91.1 | 100.5 | -4.5 | -5.5 | 100.8 | 5.6
CC(C)(C)NC(=O)COC(=O)c1ccc(O)cc1 | 6.4 | 3.9 | 106.8 | 99.0 | 100.2 | 3.9 | -0.8 | 96.0 | -5.4
CCC(=O)N1CCN(c2ccccc2NC(=O)COc2cccc(C)c2)CC1 | -5.1 | -14.2 | 111.0 | 61.0 | 94.9 | -6.8 | 0.8 | 89.1 | 8.6
CC1CN(C(=O)CN2C(=O)NC(C)(c3ccccc3)C2=O)CC(C)O1 (stereo not drawn) | nt | 2.3 | 101.8[fluorescence artefact?] | 95.5 | 95.7 | 0.5[fluorescence artefact?] | 3.7 | 99.3 | 0.0
Cc1ccc2nc(N3CCN(S(=O)(=O)c4ccc5c(c4)OCCO5)CC3)c(C#N)cc2c1 | 2.0 | 56.1*[fluorescence artefact?] | 257.6*[fluorescence artefact?] | 74.3 | 101.7 | 49.3[fluorescence artefact?] | -3.8 | 90.4 | -0.2
Cc1ccc(NC(=O)c2ccccc2N(C)S(C)(=O)=O)cc1C | 5.1 | -7.1 | 93.8 | 87.1 | 96.8 | 2.6 | -9.6 | 97.5 | 6.3
O=C(CSCc1c(Cl)cccc1Cl)NCc1ccco1 | 5.1 | 5.2[fluorescence artefact?] | 99.5 | 100.6 | 100.3 | -15.1 | 8.2 | 95.9 | 5.0
Cc1ccc(NC(=O)COc2ccccc2CNC(C)(C)CC(C)(C)C)cc1 | -2.4 | -0.4 | 96.3 | 1.6* | 34.6* | -8.4 | 2.9 | 32.8 | 3.6
COc1cc(OC)cc(-c2ncc3ccccn23)c1 | 6.0 | 4.0[fluorescence artefact?] | 89.9[fluorescence artefact?] | 38.1* | 97.7 | -4.3[fluorescence artefact?] | -12.6 | 80.8 | -8.4
Cn1c(SCC(=O)NCC2CCCO2)nnc1-c1ccc(S(=O)(=O)N2CCCC2)cc1 (stereo not drawn) | -32.9 | 4.2 | 108.3 | 76.5 | 93.5 | -0.8 | 0.5 | 102.3 | 6.3
COC(=O)c1cccc(S(=O)(=O)N2CCC(C)CC2)c1 | 5.5 | -2.8[fluorescence artefact?] | 109.1 | 94.0 | 104.0 | -14.3 | 10.2 | 107.8 | 1.5
CCOC(=O)C1CCN(C(=O)c2sc3nc(C)nc(N4CCC(C)CC4)c3c2C)CC1 | -16.3 | 4.7 | 93.8 | 76.0 | 97.6 | 8.4 | -5.5 | 86.7 | 3.0
Cc1ccccc1NC(=O)c1ccc2c(c1)C(=O)N(CCC(C)C)C2=O | -11.6 | -7.2 | 91.7 | 101.4 | 87.7 | -0.5 | 8.6 | 61.8 | 3.0
CCOC(=O)C(CCCOc1cccc(OC)c1)C(=O)OCC | 8.8 | -8.9 | 126.5 | 91.1 | 109.2 | 1.1 | 2.9 | 111.3 | 6.1
CCOC(=O)C1CCN(S(=O)(=O)Cc2ccccc2)CC1 | 9.6 | 12.9[fluorescence artefact?] | 101.9 | 100.6 | 105.0 | 4.7 | 0.6 | 96.6 | 0.9
Cn1c(SCC(=O)NCc2ccc3c(c2)OCO3)nc2scc(-c3cccs3)c2c1=O | -13.2 | 27.6 | 101.5 | 80.6 | 100.1 | 48.1 | -2.5 | 81.6 | 6.5
CC1(C)CC(=O)C(C=NCc2cccnc2)=C(O)C1 | 5.2 | -14.4[fluorescence artefact?] | 110.9 | 95.5 | 108.8 | 2.1 | 4.0 | 90.9 | -3.5
[O-]/C(=C(\C(=S)Nc1cccc2ccccc12)[n+]1ccccc1)c1ccc2c(c1)OCCO2 | -12.1 | -18.0 | 96.8 | 94.3 | 94.9 | -6.2 | 4.1 | 91.0 | 8.5
Cc1ccccc1OCC(=O)OC(C)CN1CCN(C)CC1 (stereo not drawn) | 15.9 | 8.9 | 100.0[fluorescence artefact?] | 108.2 | 105.8 | 1.7[fluorescence artefact?] | 12.4[fluorescence artefact?] | 93.0 | -3.9
c1ccc(Cn2nnnc2C(c2cccs2)N2CCc3ccccc3C2)cc1 (stereo not drawn) | nt | -2.1[fluorescence artefact?] | 109.5 | 91.6 | 91.1 | -7.2 | -1.1 | 76.5 | 3.6
COC(=O)c1ccc(S(=O)(=O)N2C3CCC2CC(NC(=O)NC2CCCCC2)C3)cc1 (stereo not drawn) | -98.0 | 57.6*[fluorescence artefact?] | 82.7[fluorescence artefact?] | 100.4 | 107.1 | 14.8[fluorescence artefact?] | -13.5 | 105.7 | 2.7
Clc1ccc2nc(N3CCCCC3)sc2c1 | nt | 8.0 | 82.9[fluorescence artefact?] | 99.3 | 107.1 | 8.9 | 8.0 | 106.3 | 6.8
CCCCCOC(=O)CSc1n[nH]c(=O)[nH]c1=O | -7.6 | -3.4[fluorescence artefact?] | 112.7 | 102.2 | 94.7 | 6.9[fluorescence artefact?] | 5.2 | 85.9 | 4.5
N#Cc1ccccc1NC(=O)CSc1nnc(-c2ccccc2)n1-c1ccccc1 | 3.0 | -1.0 | 98.2[fluorescence artefact?] | 50.5 | 91.9 | -7.2 | 12.4[fluorescence artefact?] | 100.1 | 5.4
O=C(Nc1ccc(N2CCOCC2)cc1)c1cccc(S(=O)(=O)N2CCC(Cc3ccccc3)CC2)c1 | -18.6 | -4.3 | 100.9 | 81.1 | 88.4 | -1.1 | 17.5 | 97.4 | 3.5
COc1ccc(C(=O)Nc2ccc(Cl)cc2C(=O)NCCN2CCOCC2)cc1 | 7.1 | -12.5 | 122.3 | 77.0 | 113.2 | 0.7 | 7.8 | 100.8 | 1.7
COc1ccc(-n2c(C)nc3cc(C(=O)NCCN4CCOCC4)ccc32)cc1 | 9.5 | -0.6 | 99.4 | 83.6 | 98.7 | 0.3 | -19.6 | 97.8 | 7.2
CCOC(=O)c1oc2ccccc2c1NC(=O)c1ccc(Cl)s1 | nt | 10.7 | 137.5 | 94.9 | 94.5 | -5.4 | 2.0 | 111.5 | 1.9
CCOC(=O)C1=C(O)C(Nc2nc3ccccc3s2)(C(F)(F)F)N=C1C (stereo not drawn) | 2.0 | 22.4 | 89.1 | 73.3 | 88.2 | 22.9 | -9.5 | 86.8 | 7.5
O=C(c1ccc(S(=O)(=O)N2CCOCC2)cc1)N1CCc2ccccc2C1 | -8.1 | -26.3 | 95.3 | 82.6 | 100.4 | -22.6 | 6.0[fluorescence artefact?] | 104.0 | 5.5
O=C(O)CCCC(=O)NCc1ccccn1 | 4.1 | -3.8[fluorescence artefact?] | 115.0[fluorescence artefact?] | 89.5 | 99.0 | -7.3 | -11.5 | 105.1 | 10.0
Cn1nnnc1SCc1nnc(-c2ccc(F)cc2)o1 | 13.1 | 2.1[fluorescence artefact?] | 124.4 | 100.8 | 96.9 | 7.1[fluorescence artefact?] | 4.4 | 100.4 | 1.5
C=CCSc1nsc(N)n1 | -7.1 | -2.6[fluorescence artefact?] | 104.4 | 101.0 | 99.7 | 4.2 | 7.9 | 93.3 | 7.6
CC1(C)Cc2c(c(N3CCOCC3)nc3sc(C(=O)N4CCCCC4)c(N)c23)CO1 | nt | 6.3 | 95.9[fluorescence artefact?] | 72.4 | 97.5 | -0.2 | -1.2 | 102.5 | -8.7
CNc1nc(-c2ccc(Cl)cc2)cs1 | nt | -3.4 | 99.9 | 102.2 | 103.7 | -3.2 | 4.6 | 98.7 | 6.1
